Compound activity deposited in PubChem by NMMLSC.
Bfl-1 Bim block = inhibitors of Bim binding to Bfl-1, primary screen, biochemical, multiplexed, bead-based flow cytometry | actives 0.12% (n = 190,000) | Bim-Bfl-1 binding inhibition | Bcl-2-related protein A1 (Homo sapiens), Q16548 | inhibition, % at 10 µM;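 also: 0% = wells without compound plus tracer and 100% = blocker peptide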
Bcl-B Bim block = inhibitors of Bim-Bcl-B binding, primary screen, biochemical, multiplexed, human Bcl-2 family | bead-based flow cytometry, Bim peptide-Bcl-B binding | AID 951, 2007 | inhibition, % at 10 µM | Bcl-2-like protein 10 (Homo sapiens), Q9HD36 | actives 0.073% (n = 190,000);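 also: 0% = tracer peptide without compound and 100% = reference inhibitor peptide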
Target sequence (Q9HD36 whole entry, looked up): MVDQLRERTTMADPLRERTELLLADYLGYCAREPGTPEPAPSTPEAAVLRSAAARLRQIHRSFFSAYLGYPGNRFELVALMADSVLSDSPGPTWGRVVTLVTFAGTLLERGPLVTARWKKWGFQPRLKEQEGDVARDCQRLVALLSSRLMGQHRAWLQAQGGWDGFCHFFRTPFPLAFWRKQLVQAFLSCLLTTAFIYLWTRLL
GSH fluor = compound fluorescence on glutathione beads, profiling panel, artefact control, biophysical, 488/530 nm, flow cytometry; GSH beads flow cytometry, compound fluorescence 488/530 nm; active compounds read high; fluorescence (KMESF) at 10 µM; actives 0.25% (n = 190,000); AID 1776, 2009; in the data active = fluorescence above about 89;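 also: glutathione beads carrying GST-tagged Bcl family fusion proteins plus one bare bead set; values are compound well signal with DMSO vehicle wells as background; inactives centre near 16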
Bim-Bcl-XL = inhibitors of Bim-Bcl-XL binding, primary screen, biochemical, multiplexed, bead flow cytometry, human Bcl-XL; Bcl-2-like protein 1 (Homo sapiens), Q07817; Bim peptide-Bcl-XL binding, fluorescence; inhibition, % at 10 µM; actives 0.04% (n = 190,000)
Target sequence (Q07817 whole entry, looked up): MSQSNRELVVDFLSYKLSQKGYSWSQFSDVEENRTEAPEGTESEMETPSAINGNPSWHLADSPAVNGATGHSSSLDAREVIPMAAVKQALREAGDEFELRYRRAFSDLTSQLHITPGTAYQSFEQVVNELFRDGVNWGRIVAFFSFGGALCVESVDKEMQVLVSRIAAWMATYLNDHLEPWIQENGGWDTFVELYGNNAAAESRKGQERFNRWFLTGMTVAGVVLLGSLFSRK
RGS4-Gao reg = modulators of RGS4 binding to Galphao, primary screen, biochemical, multiplexed bead flow cytometry | Guanine nucleotide-binding protein G(o) subunit alpha (Homo sapiens), P09471 | actives lie on both sides | binding response (% of control), % at 10 µM | actives 0.33% (n = 220,000); in the data active = binding response below about 49% or above about 150%; inactive = in between;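 also: fluorescent Galphao activated with aluminum fluoride binding bead-coupled RGS4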
ABCG2 inh = ABCG2 efflux pump inhibitors, primary screen, multiplex with ABCB1, IgMXP3 cells, flow cytometry; actives 0.1% (n = 190,000); inhibition, % at 6.6 µM; Broad substrate specificity ATP-binding cassette transporter ABCG2 (Homo sapiens), Q9UNQ0; JC-1 efflux;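 active = inhibition above 80%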;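 also: 0% = DMSO and 100% = nicardipine control wells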
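test system = two drug-resistant human cell lines, ABCG2 and ABCB1 | amount = 3 million cells/mL final, two lines in 1:1 ratio | reagent = JC-1 transporter substrate | doses = one concentration, 6.6 µM final | incubation = 10 min at 25 °C | signal = flow cytometric JC-1 green MFI at 530 nm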
Bcl-2 Bim block = inhibitors of Bim-Bcl-2 binding, primary screen, biochemical, multiplexed, human Bcl-2 family; actives 0.06% (n = 190,000); Bead-based flow cytometry, Bim peptide-Bcl-2 binding; Apoptosis regulator Bcl-2 (Homo sapiens), P10415; inhibition, % at 10 µM; AID 950, 2007; in the data active = inhibition above about 40%; inconclusive = no clear call, values can overlap the other calls;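 also: 0% = no compound wells with probe peptide and 100% = reference peptide inhibitor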
Target sequence (P10415 whole entry, looked up): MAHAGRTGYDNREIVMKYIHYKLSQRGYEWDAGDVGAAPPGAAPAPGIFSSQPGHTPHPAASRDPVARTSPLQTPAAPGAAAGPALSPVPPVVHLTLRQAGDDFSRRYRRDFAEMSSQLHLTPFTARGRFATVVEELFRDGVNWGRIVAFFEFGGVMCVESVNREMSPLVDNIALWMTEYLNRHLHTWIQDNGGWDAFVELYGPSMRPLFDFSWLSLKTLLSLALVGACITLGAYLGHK
Avidin fluor = green autofluorescence of compounds with avidin beads – biophysical, 488/530 nm, flow cytometry, artefact control, profiling panel; fluorescence (KMESF) at 10 µM; compound fluorescence 488/530 nm; active compounds read high; actives 0.38% (n = 220,000); in the data active = fluorescence above about 47; also: inactives centre near 10
Bim-Bcl-W = inhibitors of Bim binding to Bcl-W, primary screen, biochemical, multiplexed, bead-based flow cytometry; Bcl-2-like protein 2 (Homo sapiens), Q92843; Bim peptide-Bcl-W binding; inhibition, % at 10 µM; actives 0.02% (n = 190,000);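 also: 0% = bound tracer without compound and 100% = peptide blocker; higher means less fluorescent Bim peptide bound to Bcl-W beads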
Target sequence (Q92843 whole entry, looked up): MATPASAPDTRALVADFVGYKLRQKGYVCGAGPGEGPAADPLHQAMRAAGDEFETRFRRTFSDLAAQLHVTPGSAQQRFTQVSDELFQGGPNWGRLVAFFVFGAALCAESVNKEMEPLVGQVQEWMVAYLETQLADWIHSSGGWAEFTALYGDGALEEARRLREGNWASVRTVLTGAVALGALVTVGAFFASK
ABCB1 block = ABCB1 efflux pump inhibitors, primary screen, cell-based, multiplex, flow cytometry, ABCG2 counter-screen; ATP-dependent translocase ABCB1 (Homo sapiens), P08183; CCRF-Adr cells, JC-1 efflux; inhibition, % at 6.6 µM; actives 0.067% (n = 190,000); in the data active = inhibition above about 40%;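 also: 0% = vehicle and 100% = reference inhibitor; higher value means more JC-1 retained so stronger ABCB1 efflux block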
RGS7-Gao = RGS7-Galphao binding modulators, primary screen, biochemical, multiplexed bead flow cytometry. Guanine nucleotide-binding protein G(o) subunit alpha (Homo sapiens), P09471. actives lie on both sides. binding response (% of control), % at 10 µM. actives 0.35% (n = 220,000); in the data active = binding response below about 49% or above about 150%; inconclusive = no clear call, values can overlap the other calls; inactive = in between;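 also: fluorescent Galphao held in activated GDP-AlF4 state binding bead-coupled RGS7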
The depositor's hits bear a star; ? = inconclusive; . = not tested or not shown. Rule as the data show it, unless noted: active = inhibition above about 40%. Compounds were not picked by outcome. Share with any hit: about 1.3%.

SMILES | Bfl-1 Bim block | Bcl-B Bim block | GSH fluor | Bim-Bcl-XL | RGS4-Gao reg | ABCG2 inh | Bcl-2 Bim block | Avidin fluor | Bim-Bcl-W | ABCB1 block | RGS7-Gao
Cc1c(C(=O)OC2CCCC2C)[nH]c2c1C(=O)CCC2 (stereo unspecified) | -9 | -8 | 26 | -5 | 98 | 1 | -9 | 6 | 0 | 0.4 | 100
C/C=C(\C)C(=O)NCCN1C2=NC[C@H](C)N2C[C@@H]1Cc1ccc(OC)cc1 | -4 | -6 | 21 | -2 | 118 | 1 | -3 | 6 | -1 | 0.9 | 117
CC(C)(C)NC(=O)NC(=O)COC(=O)C1(C)CC1(Cl)Cl (stereo unspecified) | 4 | 1 | 18 | 0 | 94 | 1 | -1 | 5 | 0 | 0.5 | 94
O=c1c2c3c(sc2nc2n1CCCCC2)CCCCC3 | -13 | -9 | 28 | -13 | 106 | 4 | -7 | 15 | 2 | 0.4 | 106
CC/C(=N\NC(=O)c1ccc(Br)cc1)c1ccccc1 | -4 | -1 | 17 | -1 | 100 | 2 | 3 | 10 | -3 | 0.3 | 94
CCOC(=O)c1[nH]c(C)c(/C(O)=C2\C(=O)C(=O)N(CCN(C)C)C2c2ccncc2)c1C (stereo unspecified) | -2 | 0 | 10 | 2 | 106 | 1 | 0 | 19 | 0 | 0.1 | 99
COc1ccc(NC(=O)COC(=O)CC2CC3CCC2C3)c([N+](=O)[O-])c1 (stereo unspecified) | -9 | -5 | 16 | -5 | 96 | 34 | -7 | 15 | -4 | 1.1 | 100
CC(C)=CCN1CCN(Cc2cc(F)ccc2-n2nc(C)cc2C)CC1CCO (stereo unspecified) | -6 | -5 | 14 | -3 | 102 | 2 | 0 | 11 | -3 | 0.4 | 101
O=C(CSc1nc2ncc(Br)cc2[nH]1)c1ccc([N+](=O)[O-])cc1 | -6 | -6 | 15 | -7 | 99 | -10 | -5 | 16 | -5 | -0.3 | 100
Cn1cc(-c2nnnn2-c2ccccc2)c(=O)c2ccccc21 | -2 | -3 | 16 | -3 | 104 | 1 | -1 | 18 | -3 | 0.6 | 105
O=C1CN(C(=O)CSc2nc3ccccc3c(=O)n2CC2CCCO2)c2ccccc2N1 (stereo unspecified) | -4 | -3 | 18 | 0 | 97 | 0 | 2 | 4 | -2 | -0.1 | 87
CCCn1c(=O)c(-c2ccccc2)c(O)c2ccccc21 | 2 | -1 | 33 | -1 | 106 | -4 | -1 | 7 | -2 | -2.5 | 106
COc1cc(C(=O)OCC(=O)NC2CCCC2)cc(NC(=O)c2ccco2)c1OC | -17 | -9 | 33 | -5 | 100 | 10 | -10 | 15 | -1 | 2.1 | 98
CCOc1ccc(OCC)c(NC(=O)C(NS(=O)(=O)c2ccc3c(c2)oc(=O)n3C)C(C)C)c1 (stereo unspecified) | -9 | -1 | 22 | 2 | 101 | -4 | -1 | 29 | 3 | 0.6 | 99
Cc1ccc(C2/C(=C(/O)c3ccccc3)C(=O)C(=O)N2CCN2CCOCC2)o1 (stereo unspecified) | -18 | -8 | 30 | -8 | 100 | -2 | -9 | 11 | -2 | -0.5 | 101
O=C(Cn1c(=O)sc2ccccc21)Nc1ccc2c(c1)OCCO2 | -1 | 0 | 28 | 4 | 104 | 4 | -1 | 7 | 1 | 0.8 | 98
Cc1cc(NC(=O)c2c([N+](=O)[O-])cnn2C)no1 | -4 | -5 | 6 | 6 | 98 | 0 | -6 | 5 | 9 | -0.2 | 99
CCN(CC)S(=O)(=O)c1ccc(NC(=O)C(C)N(c2ccccc2)S(C)(=O)=O)cc1 (stereo unspecified) | -1 | -4 | 15 | -5 | 97 | 4 | 2 | 18 | -3 | 1.3 | 96
Cc1ccc(Nc2nc(CSc3nnc(-c4cccnc4)n3-c3ccccc3F)cs2)cc1 | 7 | -6 | 8 | -2 | 98 | 43 | 0 | 15 | 0 | 23 | 102
Nc1nc2n(c1C(=O)c1ccccc1)CCC2 | -4 | -1 | 51 | 0 | 98 | 0 | -1 | 8 | -1 | 0.1 | 94
COc1ccccc1NC(=S)NC(=O)c1c(-c2ccccc2Cl)noc1C | -9 | -3 | 24 | -3 | 101 | 4 | -4 | 10 | -5 | 0.7 | 97
Cc1ccc(C2Nc3ccc4ccccc4c3C3=C2C(=O)CC(C)(C)C3)o1 (stereo unspecified) | . | . | 43 | . | 101 | 5 | ? | 8 | . | 0.7 | 103
CC1CCN(S(=O)(=O)c2ccc(NC(=O)CCN3C(=O)c4ccccc4C3=O)cc2)CC1 | -10 | -4 | 16 | -6 | 99 | 4 | -4 | 5 | 0 | 0.9 | 106
N#CC1=C(N)Oc2cc(O)ccc2C1c1cccs1 (stereo unspecified) | 0 | -2 | 8 | -1 | 107 | 5 | 1 | 19 | 0 | 0.6 | 109
Cc1ccc(-c2nn(C)c(=O)c3ccccc23)cc1CNC(=O)Cn1nc(-c2ccccc2)c2ccccc2c1=O | -1 | -32 | 13 | -11 | 105 | 3 | -14 | 36 | -18 | 1.3 | 97
Cc1ccc(NC(=O)COC(=O)C2CC3C=CC2C3)cc1S(=O)(=O)N1CCCCC1 (stereo unspecified) | -5 | -8 | 11 | -8 | 104 | 10 | -8 | 6 | -4 | 0.8 | 106
Cc1csc(=Nc2cccnc2)n1CC1CCCCC1 | 1 | -22 | 9 | -8 | 100 | 11 | -2 | 7 | -4 | 0.6 | 98
CCOC(=O)/C(C#N)=C1/C=Cc2ccccc2N1CC | 0 | -4 | 11 | 0 | 98 | 7 | -1 | 17 | -4 | 1.3 | 96
CCn1cc(C(=O)NCCOC)c(=O)c2ccc(C)nc21 | -7 | -8 | 28 | -4 | 95 | 1 | -12 | 15 | 0 | -3.2 | 95
Cc1cc(C)n2cc(CSc3nnc(N)s3)nc2n1 | -12 | 2 | 35 | -6 | 100 | 8 | -2 | 13 | -2 | 1.0 | 99
CCC(=O)NC(=S)Nc1cccc(C(C)=O)c1 | -1 | -3 | 26 | -4 | 92 | 4 | 0 | 10 | 0 | 0.5 | 96
CNC(=O)C1=C(C)n2c(nc3ccccc32)NC1c1ccc(OC)cc1 (stereo unspecified) | -2 | -5 | 11 | -10 | 98 | 9 | -1 | 3 | -5 | 1.5 | 97
CCOC(=O)CCCCNCc1ccccc1 | -2 | 0 | 17 | -2 | 84 | 6 | 2 | 18 | 0 | 0.0 | 88
O=C(O)CCc1ccc(-c2cccs2)n1CC(=O)Nc1ccccc1C(F)(F)F | -5 | -3 | 20 | -2 | 105 | 10 | -3 | 8 | -1 | 1.3 | 99
Cc1ccc(NC(=O)C(C)N2C(=O)C3C4CC(C(Br)C4Br)C3C2=O)cc1 (stereo unspecified) | -2 | 0 | 9 | 0 | 104 | 5 | 0 | 8 | 2 | 0.1 | 105
C/C(=N\NC(=O)C1CCCN(S(=O)(=O)c2ccccc2)C1)c1cccnc1 (stereo unspecified) | 0 | 0 | 48 | 4 | 91 | 0 | 0 | 3 | 0 | 0.0 | 95
Cc1ccc(C(=O)N/C(=C\c2ccc(-c3ccc(Cl)cc3)o2)C(=O)NCCCN(C)C)cc1 | -4 | -3 | 10 | -4 | 105 | 0 | -2 | 9 | -1 | 0.1 | ?
Nc1c(-c2ccc(Cl)cc2)cnn1-c1cccc([N+](=O)[O-])c1 | -11 | -9 | 36 | -10 | 104 | 68 | -10 | 16 | -3 | -0.9 | 106
CCOc1cc(N2CCOCC2)c(OCC)cc1NC(=O)COC(=O)c1cc(C)oc1C | 2 | 0 | 7 | 1 | 104 | 3 | 2 | 12 | 2 | 0.4 | 98
CCn1c(CSc2nnc3ccccn23)nc2cc(C(=O)O)ccc21 | -2 | -2 | 14 | 0 | 103 | 2 | 2 | 40 | -2 | 0.3 | 105
O=C(NNC(=S)Nc1cccc2ccccc12)c1cccc(Br)c1 | 0 | -1 | 14 | -2 | 73 | 0 | 0 | 13 | 0 | -0.4 | 83
CCCCNC(=O)N1c2ccccc2CC1C (stereo unspecified) | -1 | -1 | 12 | -2 | 106 | 10 | 1 | 9 | 0 | 0.5 | 112
CCOCCCNCC(=O)Nc1ccc(OC(F)(F)F)cc1 | -7 | -3 | 11 | -2 | 98 | 1 | -5 | 8 | 3 | 0.4 | 93
O=C(NC1CCCCC1)C(c1cccs1)N(C(=O)c1ccccn1)c1ccccc1 (stereo unspecified) | -10 | -8 | 10 | -8 | 94 | 2 | -10 | 14 | -3 | 0.6 | 92
COc1cc(C2Nc3c(F)cccc3C3C=CCC32)cc(Br)c1OC (stereo unspecified) | 23 | 3 | 22 | 4 | 101 | 0 | 5 | 6 | 4 | -0.2 | 101
Cc1cccc2sc(N(CCCN(C)C)C(=O)CN3C(=O)c4ccccc4C3=O)nc12 | -1 | -3 | 25 | 2 | 101 | 20 | 0 | 11 | 3 | 2.8 | 100
C=CCc1c(C)[nH]c2c(OC)cccc2c1=S | 19 | -40 | 14 | -5 | 103 | -3 | 0 | 10 | -4 | -1.1 | 106
O=C(NC(=S)Nc1nc2ccccc2s1)c1cccs1 | 0 | -2 | 6 | -4 | 107 | 3 | 0 | 14 | -4 | 0.8 | 105
CCc1nc(SCC(=O)NNC(=O)C(C)C)c2ccccc2n1 | -6 | -18 | 64 | -4 | 101 | 0 | -9 | 7 | 2 | -0.1 | 102
Cc1ccc(C(=O)Nc2ccc([N+](=O)[O-])cn2)o1 | -9 | -6 | 15 | -3 | 98 | 10 | -3 | 12 | -4 | 0.3 | 98
Cc1csc(SCc2nnc(-c3ccccc3Br)o2)n1 | -26 | -8 | 30 | -10 | 102 | 6 | -6 | 15 | -3 | 0.0 | 100
Oc1ccc(CN2CCc3ccccc3C2)c2cccnc12 | -20 | -12 | 28 | -10 | 99 | 9 | -9 | 13 | -5 | 0.2 | 96

Looked up above:
Bim-Bcl-W result of CCOc1cc(N2CCOCC2)c(OCC)cc1NC(=O)COC(=O)c1cc(C)oc1C reads 2
Bim-Bcl-W result of O=C(NC1CCCCC1)C(c1cccs1)N(C(=O)c1ccccn1)c1ccccc1 (stereo unspecified) reads -3
